# Bioassay records as filed in PubChem.
# Menin-MLL TR inh: menin-MLL binding inhibition, Texas Red mutant peptide | hit rate 0.23% among 270,000 | Potency, µM (top dose mostly 61.6 µM), for the others: top-dose FP activity change, negative = inhibition, usual class: inhibitors | Menin + Texas Red MLL mutant peptide, fluorescence polarization; active = well fitted inhibition curve with a large enough effect in the polarisation, with a control signal flat, not every such curve was filed as active; inconclusive = small, poorly fitted or top-dose-only effect, or effect the other way, or a change in a side signal; inactive = no such curve, though single readings can be large or run the other way; the % refers to the polarisation; also: potency is read from the fitted curve at half-maximal effect; % of control where 0% means no effect; many of its hits are not listed in these tables
# Target sequence (O00255 whole entry, looked up): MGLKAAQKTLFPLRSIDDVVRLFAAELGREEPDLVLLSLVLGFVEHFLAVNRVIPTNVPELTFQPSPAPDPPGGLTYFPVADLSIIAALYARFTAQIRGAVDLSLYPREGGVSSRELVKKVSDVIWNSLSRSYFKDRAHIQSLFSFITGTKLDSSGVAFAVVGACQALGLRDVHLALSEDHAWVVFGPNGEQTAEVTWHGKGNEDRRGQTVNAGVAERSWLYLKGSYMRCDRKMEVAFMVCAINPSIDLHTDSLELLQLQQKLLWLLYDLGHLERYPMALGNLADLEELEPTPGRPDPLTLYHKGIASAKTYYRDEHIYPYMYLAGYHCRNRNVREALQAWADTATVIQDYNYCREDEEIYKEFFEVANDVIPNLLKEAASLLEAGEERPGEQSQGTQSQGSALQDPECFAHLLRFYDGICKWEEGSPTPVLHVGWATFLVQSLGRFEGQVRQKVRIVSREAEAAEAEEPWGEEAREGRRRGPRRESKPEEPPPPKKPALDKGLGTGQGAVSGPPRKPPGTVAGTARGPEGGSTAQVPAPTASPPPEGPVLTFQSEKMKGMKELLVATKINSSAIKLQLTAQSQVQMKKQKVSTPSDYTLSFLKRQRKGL
# Tb PFK inh: T. brucei PFK enzyme inhibition. Potency, µM (top dose mostly 57.5 µM), without a hit: top-dose activity, negative = inhibition, usual class: inhibitors. O15648. AID 485367. T. brucei PFK, ADP-Glo luminescence. hit rate 0.17% among 330,000;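 also: potency is read from the fitted curve at half-maximal effect; 0% = uninhibited 1x PFK enzyme wells and -100% = no-enzyme wells; nearly all actives have a fitted effect of over 60% in size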
#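 1.25 nM PFK with 0.5 mM F6P and 0.1 mM ATP in 0.1 M TEA pH 8.0, 5 mM MgCl2, incubated 45 min at room temperature; ADP measured by ADP-Glo luminescence; compounds titrated up to 57 uM.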
# a7 integrin act: activators of alpha7 integrin expression for muscular dystrophy | alpha7betagal myoblasts, beta-gal FDG fluorescence, 48 h | AID 624291 | Potency, µM (titrated, usually from 38.3 µM), for the others: at the highest dose activation, usual class: activators | hit rate 0.064% among 350,000;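 also: potency is read from the fitted curve at half-maximal effect; 100% = response of the positive control SU9516; nearly all actives have a fitted effect of over 60% in size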
#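 Alpha7betagal+/- myoblasts (passage 13) were plated 16-24 hr, then exposed to compounds (1:260 dilution of DMSO stock) for 48 hours at 37C. After MPER lysis, β-galactosidase reporter activity was read as FDG fluorescence (ex 480/em 540) after 30 minutes.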
# BCR signal inh: inhibitors of chronic active B-cell receptor signaling; AID 493014; Potency, µM (doses to about 46.1 µM), for the others: at the highest dose ratio change, negative = lower green/red ratio, usual class: inhibitors; ABC-DLBCL IkBa-CBG/CBR reporter, luminescence ratio, 4 h; hit rate 0.05% among 340,000; active = well fitted inhibition curve with a large enough effect in the signal ratio, with a control signal flat, not every such curve was filed as active; inconclusive = small, poorly fitted or top-dose-only effect, or effect the other way, or a change in a side signal; the % refers to the signal ratio;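 also: potency is read from the fitted curve at half-maximal effect; plate controls were basal doxycycline-induced cells for no effect and cells given 10 µM MG132 for full effect; MG132 reads +100%, hits lower the ratio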
#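 Doxycycline induced both beetle luciferases in TMD8 lymphoma cells; IKK-driven degradation limits the IkappaBalpha-fused green signal, while red luminescence normalises for cell number and nonspecific effects. Compounds tested up to 46 uM, 4 hrs.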
# GALK inhibitor: blocks human galactokinase activity; hit rate 0.007% among 270,000; P51570; Purified GALK, Kinase-Glo residual ATP luminescence; Potency, µM (series often up to 57.5 µM), without a hit: top-dose activity change, negative = inhibition, most hits filed as inhibitors; AID 1868; also: potency is read from the fitted curve at half-maximal effect; % is scaled to controls: 0 for no effect and ±100 for the full control effect
#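 Galactose (100 uM) and ATP (35 uM) were turned over by 5 nM GALK for 1 h at RT. Kinase-Glo Plus then converted the remaining ATP into a luminescent signal.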
# Coupling enz: coupling enzyme interference in Giardia aldolase counter-screen; coupling enzyme system counterscreen, AmpLite Red fluorescence; activity change, negative = inhibition, % at 58.2 µM, hits read low; AID 2472; hit rate 0.67% among 290,000; in the data active = activity change below about -30%; also: % is scaled to controls: 0 for no effect and ±100 for the full control effect
#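 Compounds tested against the coupling enzymes alone at 57.5 uM final; readout was AmpLite Red fluorescence (525/598 nm) after 20 min at RT.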
# S-ASM inh: blocks human secretory acid sphingomyelinase | P17405 | placental ASM, HMU-PC fluorogenic substrate, 60 min | Potency, µM (highest dose often 57.5 µM), for the others: at the highest dose activity change, negative = inhibition, usual class: inhibitors | hit rate 0.006% among 340,000 | AID 504937; also: potency is read from the fitted curve at half-maximal effect
#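 Steps: dispense placental human ASM, pin compound, wait 10 min at room temperature, add HMU-PC0 substrate at 9 uM final, incubate 60 min at 37 °C, add stop solution raising pH to 10, read fluorescence.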
# Giardia killer: kills Giardia lamblia | hit rate 0.15% among 340,000 | Giardia lamblia trophozoite viability | activity change, % at 7.66 µM, hits read low; in the data active = activity change below about -80%; inconclusive = between about -30% and that limit;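 also: parasites exposed to compound for two days anaerobically before the ATP read; % is scaled to controls: 0 for no effect and ±100 for the full control effect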
#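 Luminescent ATP signal served as the viability read-out, measured 15-30 min after adding ATP detection reagent to trophozoites that had been incubated with compounds for 48 hrs at 37 deg C anaerobically at 100 cells/well.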
# PKM2 activator: activators of human pyruvate kinase M2; hit rate 0.34% among 260,000; purified PKM2, Kinase-Glo ATP luminescence, activation; response scale: 0% is enzyme alone, no compound; Potency, µM (highest dose often 57.5 µM), inactives show at the highest dose activation, hits mostly activators; AID 1631; P14618; also: potency is read from the fitted curve at half-maximal effect; % is scaled to controls: 0 for no effect and ±100 for the full control effect; nearly all actives have a fitted effect of over 55% in size
#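 Purified hPK-M2 (>95% pure) converted ADP (0.1 mM final) to ATP with 0.5 mM PEP in 50 mM imidazole pH7.2, KCl, MgCl2, Tween 20, BSA; 1 h at room temperature. ATP detected by Kinase-Glo luminescence.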
# PTAP TSG101 blk: blocks PTAP/TSG101 interaction to inhibit HIV-1 budding; 340,000 tested, under 10 active; Potency, µM (top dose mostly 115 µM), without a hit: at the top dose activity change, negative = inhibition, actives largely listed as inhibitors; Q99816; AID 493005; Fluorescence polarization, FITC-PTAP peptide / Tsg101 binding; active = well fitted inhibition curve with a large enough effect in the main read-out, with a control signal flat, not every such curve was filed as active; inconclusive = small, poorly fitted or top-dose-only effect, or effect the other way, or a change in a side signal; inactive = no such curve, though single readings can be large or run the other way; also: potency is read from the fitted curve at half-maximal effect; % of control where 0% means no effect
# Target sequence (Q99816 whole entry, looked up): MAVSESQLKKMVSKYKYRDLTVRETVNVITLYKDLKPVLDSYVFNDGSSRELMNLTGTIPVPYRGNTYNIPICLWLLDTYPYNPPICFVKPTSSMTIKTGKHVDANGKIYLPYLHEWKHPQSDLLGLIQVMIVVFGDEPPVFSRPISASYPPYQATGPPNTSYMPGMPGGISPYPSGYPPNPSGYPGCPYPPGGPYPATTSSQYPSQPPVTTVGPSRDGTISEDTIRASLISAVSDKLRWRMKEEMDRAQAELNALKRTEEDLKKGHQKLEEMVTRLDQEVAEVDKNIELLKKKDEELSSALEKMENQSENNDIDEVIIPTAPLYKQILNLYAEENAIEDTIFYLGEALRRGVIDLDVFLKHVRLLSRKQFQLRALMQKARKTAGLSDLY
#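 Fluorescence polarization binding of Tsg101 binding domain (10 uM final) to FITC-labeled PTAP peptide (50 nM final) in HEPES pH 7.5 buffer with NaCl, Tween 20, EDTA, TCEP. Compounds added before peptide; binding 20 min at RT.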
# B2AR arrestin: agonists driving beta-arrestin recruitment to human beta2-adrenergic receptor. hit rate 0.02% among 330,000. beta-arrestin recruitment to beta2AR, cell-based reporter. AID 492947. P07550. Potency, µM (series often up to 46.1 µM), without a hit: at the top dose activation, most hits filed as activators;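 also: potency is read from the fitted curve at half-maximal effect; 0% = DMSO controls and full agonism = EC100 isoproterenol or metaproterenol; nearly all actives have a fitted effect of over 65% in size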
# Active calls of the source: *; ? = inconclusive; nt = no result given; [ ] = remark or other dose. Unless noted, calls follow the shape of the dose curve; as a rule, active = well fitted curve in the direction sought with a large enough effect; inconclusive = small, poorly fitted or top-dose-only effect, or another doubt; inactive = no such curve, though single readings can be large; an effect the other way counts as inactive or inconclusive. The list is partial. The share of hits here may be higher or lower than overall.
# Value order: PTAP TSG101 blk	Menin-MLL TR inh	Tb PFK inh	a7 integrin act	S-ASM inh	GALK inhibitor	PKM2 activator	BCR signal inh	Coupling enz	B2AR arrestin	Giardia killer
> Cc1nc2cc(NC(=O)C3COc4ccccc4O3)ccc2s1 (stereo not given)
→ -8%	7%	1%	?	2%	1%	3%	?	-1	0.4%	-17
> CN(C(=O)C1CC1)C1CCS(=O)(=O)C1 (stereo not given)
→ -1%	nt	?	?	7%	nt	nt	12%	nt	0.0%	18
> O=C(c1ccco1)N1CCN(C(=O)C2CCCN(S(=O)(=O)Cc3ccccc3)C2)CC1 (stereo not given)
→ -5%	-14%	-2%	-5%	0%	-1%	-2%	?	1	-0.3%	5
> Cc1cc(/C=C2\NC(=S)NC2=O)c(C)n1-c1cccnc1
→ -1%	nt	0%	13%	26%	0%	-4%	-29%	-18	-0.7%	0
> O=C(NC1CCCCC1)OCCN1CCN(Cc2ccccc2)CCC1=O
→ nt	-8%	1%	nt	nt	nt	2%	2%	1	-0.4%	nt
> CCOc1ccc(NC(=S)N2C3CCCC2CC(NC(=O)C2CC2)C3)cc1 (stereo not given)
→ -6%	?	7%	10%	1%	2%	-1%	0%	2	-0.3%	4
> NC1=NC[C@@H](Cc2ccc(O)cc2)N1CC1CCCCC1
→ 0%	nt	0%	-22%	7%	-2%	-6%	?	2	-0.4%	-4
> COc1ccc(/C(O)=C2/C(=O)C(=O)N(c3ncccn3)C2c2ccc(F)cc2)cc1 (stereo not given)
→ 1%	nt	0%	6%	-1%	6%	-2%	18%	10	-0.4%	-1
> COc1ccc(S(=O)(=O)N2CCCCC2)cc1NC(=O)COC(=O)c1ccco1
→ -4%	nt	?	7%	-3%	nt	nt	-11%	nt	0.4%	-6
> CCOc1ccc(/C=N/Nc2cc(C)nc(N3CCOCC3)n2)cc1
→ -1%	nt	-1%	-21%	-3%	1%	4%	3%	-1	0.0%	3
> C(=N\Nc1nn[nH]n1)/c1ccccc1
→ -8%	2%	-1%	9%	3%	0%	-4%	2%	0	0.2%	-1
> CNC(=O)COC(=O)C1CCN(S(=O)(=O)c2ccc3c(c2)OCCO3)CC1
→ -4%	nt	-1%	0%	-3%	nt	nt	1%	nt	-0.1%	5
> Cc1ccc(NC(=O)CSCc2cc(=O)n3cc(C)sc3n2)c(C)c1
→ -1%	nt	1%	-6%	-1%	-2%	nt	-1%	nt	0.0%	26
> CCOC(=O)c1cnc(Nc2nc3ccccc3o2)nc1CSC(=S)N(CC)CC
→ -2%	11%	0%	-29%	-1%	-1%	-13%	0.58µM*	-2	?	?
> Cc1[nH][nH]c(=O)c1C(c1c(C)[nH][nH]c1=O)c1cn(C)c2ccccc12
→ -1%	?	-19%	-7%	-7%	6%	-8%	?	-65*	0.2%	-25
> CSc1ncc(C(=O)Nc2ccccc2C)c(C)n1
→ 2%	-10%	-13%	?	-4%	2%	nt	1%	-1	-0.2%	16
> COc1ccc(-c2cc(C)no2)cc1S(=O)(=O)N(C)c1ccc(C)cc1
→ -1%	46%[activator]	0%	-14%	1%	0%	nt	-1%	-1	0.2%	-10
> CC1CCN(C(=O)c2[nH]cnc2C(=O)NCCCCCNC(=O)OC(C)(C)C)CC1
→ nt	nt	-1%	14%	5%	nt	nt	4%	nt	0.3%	2
> COc1ccc(N(C)C(=O)Cn2c(=O)oc3ccccc32)c(OC)c1
→ 2%	4%	2%	21%	-2%	-1%	nt	-2%	-4	-0.2%	-7
> CCOc1ccccc1NC(=O)Nc1ccncc1
→ 0%	9%	-5%	?	0%	-2%	-8%	?	1	-0.9%	23
> O=C(NCc1ccccc1)/C(=C/c1ccccc1)NC(=O)c1ccco1
→ -1%	7%	-2%	0%	3%	-1%	-7%	6%	4	0.0%	16
> CCC(=O)N1CCN(c2ccccc2NC(=O)c2ccc(OC)c(Cl)c2)CC1
→ -4%	-2%	-1%	-9%	1%	-1%	-2%	3%	2	0.1%	-14
> CCOc1ccccc1C(=O)NC(C(=O)Nc1cccc(S(N)(=O)=O)c1)C(C)C (stereo not given)
→ -2%	-18%	1%	-2%	1%	1%	4%	4%	0	-0.2%	28
> CCc1cccc2c(=O)c(C(=O)NCCN3CCOCC3)c[nH]c12
→ -3%	-14%	4%	8%	3%	-1%	-7%	3%	-3	-0.2%	-2
> CCCN(CCC)S(=O)(=O)c1ccc(C(=O)N2CCC(=O)c3ccccc32)cc1
→ -5%	-9%	0%	6%	-3%	5%	-3%	?	1	0.2%	8
> COc1cccc(-c2cc3nc(-c4ccccc4)cc(=O)n3[nH]2)c1
→ -2%	?	1%	-32%	58%[activator]	-2%	nt	?	0	0.3%	-4
> CCOC(=O)c1c(C)noc1-c1ccco1
→ -2%	nt	0%	4%	-1%	nt	-30%	-7%	1	-0.6%	0
> O=C(CCCn1c(=O)oc2ccccc21)N1CCN(c2ccccn2)CC1
→ 0%	-11%	4%	-2%	-2%	-3%	-6%	0%	7	-0.6%	1
> O=C(Cn1cc([N+](=O)[O-])cn1)Nc1ccccn1
→ -3%	4%	-6%	-11%	-4%	3%	-6%	-11%	2	-0.5%	2
> CC(=O)Nc1ccc([N+](=O)[O-])c(CS(=O)(=O)c2ccc(C)cc2)c1[N+](=O)[O-]
→ 0%	13%	0%	5%	2%	-1%	-1%	4%	-1	-0.4%	-17

# Three entries picked at random from the list so far, as already listed:
# Value order: PTAP TSG101 blk	Menin-MLL TR inh	Tb PFK inh	a7 integrin act	S-ASM inh	GALK inhibitor	PKM2 activator	BCR signal inh	Coupling enz	B2AR arrestin	Giardia killer
> O=C(Cn1cc([N+](=O)[O-])cn1)Nc1ccccn1
→ -3%	4%	-6%	-11%	-4%	3%	-6%	-11%	2	-0.5%	2
> O=C(NC1CCCCC1)OCCN1CCN(Cc2ccccc2)CCC1=O
→ nt	-8%	1%	nt	nt	nt	2%	2%	1	-0.4%	nt
> O=C(c1ccco1)N1CCN(C(=O)C2CCCN(S(=O)(=O)Cc3ccccc3)C2)CC1 (stereo not given)
→ -5%	-14%	-2%	-5%	0%	-1%	-2%	?	1	-0.3%	5

# Continuation.
# Value order: PTAP TSG101 blk	Menin-MLL TR inh	Tb PFK inh	a7 integrin act	S-ASM inh	GALK inhibitor	PKM2 activator	BCR signal inh	Coupling enz	B2AR arrestin	Giardia killer
> COc1ccccc1CCNC(=O)c1cnccn1
→ 2%	?	1%	14%	-1%	-4%	-6%	-25%	-4	0.3%	-5
> CCc1ccc(NC(=O)c2ccc(C3SCC(=O)N3CCc3ccccc3)cc2)cc1 (stereo not given)
→ -5%	1%	4%	7%	-3%	-2%	-2%	?	-2	0.0%	-12
> COc1ccc(NC(=O)N2CCC(c3nc(-c4cccs4)no3)CC2)cc1
→ -11%	12%	2%	-11%	-1%	0%	1%	-2%	0	-0.2%	8
> O=C(NCc1ccccc1)C(=O)NCC(c1ccco1)N1CCN(c2ccccc2F)CC1 (stereo not given)
→ 0%	-1%	1%	-35%	0%	-2%	1%	?	-2	-0.2%	-6
> COc1ccc([C@H]2CC(=O)C=C(c3ccc(OC)c(F)c3)C2)cc1
→ -1%	nt	0%	-5%	-10%	nt	nt	0%	nt	0.1%	6
> CCN(CC)C(=O)Cn1cc(/C=C(\C#N)C(=O)NC2CC2)c2ccccc21
→ -6%	?	0%	-24%	9%	4%	-5%	0%	0	0.2%	-6
> O=[N+]([O-])c1ccc(Cl)c(CN2CCSCC2)c1
→ -3%	7%	0%	2%	5%	1%	0%	-3%	3	0.2%	10
> Cc1onc(-c2ccccc2)c1C(=O)NCC(=O)Nc1cc(Cl)ccc1Cl
→ -1%	nt	-3%	-20%	0%	nt	nt	3%	nt	0.3%	-2
> CN(CC(=O)Nc1ccc(N2CCOCC2)cc1)C(=O)c1cn(-c2ccccc2)nc1-c1ccccc1
→ -3%	nt	7%	-22%	4%	nt	nt	3%	nt	0.2%	-13
> CC(=O)c1cccc(NC(=O)CCCCCn2nnc3ccccc3c2=O)c1
→ 2%	18%	-4%	0%	-5%	0%	nt	-18%	3	-0.1%	-1
> CC(=O)NN1C(=O)/C(=C\c2ccc(O)cc2)SC1=S
→ 24%	37%[activator]	-4%	32%	-4%	1%	4%	?	0	-0.7%	-12
